Pf growth 96h: P. falciparum growth inhibition at 96 hour, primary screen for plastid delayed-death inhibitors. P. falciparum luciferase reporter growth, 96 h. Potency, µM (doses to about 28.7 µM), inactives show top-dose activity change, negative = inhibition, actives largely listed as inhibitors. hit rate 6.9% among 320,000
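Luminescence readout: decreased luciferase signal marks inhibited growth of reporter-expressing P. falciparum in infected red cells (2% hematocrit, 0.05% parasitemia final), exposed to compound two generations (96 h, 37 C, 5% CO2).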
Pf growth 48h: P. falciparum growth inhibition at 48 hours (one generation); AID 504832; hit rate 5.9% among 310,000; P. falciparum luciferase growth in erythrocytes, 48 h; Potency, µM (top dose mostly 28.7 µM), inactives show at the highest dose activity change, negative = inhibition, actives largely listed as inhibitors
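Read-out is firefly luciferase luminescence from an integrated reporter in P. falciparum, so falling signal marks reduced parasite growth. Infected erythrocytes were at 2% hematocrit and 0.1% parasitemia (final) in Albumax-supplemented RPMI 1640.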
Sm TGR block: inhibitors of Schistosoma mansoni thioredoxin glutathione reductase. Q962Y6. purified TGR, DTNB reduction, TNB absorbance 405 nm. Potency, µM (highest dose often 114 µM), inactives show at the top dose activity change, negative = inhibition, usual class: inhibitors. hit rate 3% among 360,000. AID 485364; further: nearly all actives have a fitted effect of over 60% in size
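Kinetic colorimetric format: TGR-catalysed, NADPH-driven DTNB reduction monitored via TNB absorbance. Enzyme dispensed at 20 nM; compound exposure 15 min at room temperature before reaction start.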
Tb PYK inh: blocks Trypanosoma brucei pyruvate kinase. Q57TT1. TbPYK enzyme, Kinase-Glo Plus ATP luminescence, 45 min. Potency, µM (doses to about 76.8 µM), without a hit: top-dose activity, negative = inhibition, hits mostly inhibitors. hit rate 0.12% among 410,000; further: nearly all actives have a fitted effect of over 50% in size
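Screened from lowest to highest concentration, compounds were pinned into TbPYK/substrate mixtures, and ADP (130 uM final) was added. Plates sat at room temperature for 45 min prior to Kinase-Glo Plus detection by luminescence.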
LmPK inhibitor: LmPK (Leishmania mexicana) enzyme inhibition | Q27686 | purified LmPK, Kinase-Glo ATP luminescence, 1 h | Potency, µM (titrated, usually from 57.5 µM), inactives show at the top dose activity change, negative = inhibition, hits mostly inhibitors | hit rate 0.37% among 290,000 | AID 1721
Target sequence (Q27686 whole entry, looked up): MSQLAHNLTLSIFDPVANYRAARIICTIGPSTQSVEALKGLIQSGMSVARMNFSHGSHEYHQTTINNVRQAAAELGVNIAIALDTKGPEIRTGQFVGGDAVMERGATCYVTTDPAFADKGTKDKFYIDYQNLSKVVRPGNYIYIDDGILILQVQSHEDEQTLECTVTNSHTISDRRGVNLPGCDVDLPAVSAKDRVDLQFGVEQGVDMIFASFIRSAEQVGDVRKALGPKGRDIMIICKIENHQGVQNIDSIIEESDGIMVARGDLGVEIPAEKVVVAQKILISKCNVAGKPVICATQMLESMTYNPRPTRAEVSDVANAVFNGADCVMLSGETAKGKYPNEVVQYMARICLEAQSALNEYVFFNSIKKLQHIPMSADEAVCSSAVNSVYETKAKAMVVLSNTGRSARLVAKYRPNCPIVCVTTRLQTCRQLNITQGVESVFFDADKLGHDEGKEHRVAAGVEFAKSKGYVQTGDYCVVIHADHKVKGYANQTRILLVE
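0.1 nM LmPK, 0.5 mM PEP, 0.1 mM ADP; 50 mM imidazole pH 7.2, 7 mM MgCl2, 50 mM KCl; 1 h RT. Kinase-Glo luminescence readout, normalized to no-enzyme (full inhibition) and uninhibited wells.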
HCV inhibitor: blocks hepatitis C virus; Huh7.5.1 HCVcc-Cre infection, luciferase reporter, 44 h; Potency, µM (top dose mostly 41.8 µM), for inactives: at the top dose activity change, negative = inhibition, hits mostly inhibitors; hit rate 3.4% among 340,000; AID 651820
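1,000 cells/well; 4 h culture; + compound; + HCVcc-Cre (~0.5 moi); 44 h; luciferase substrate, RT 15 min; read 15 sec.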
The depositor's hits bear a star; ? = inconclusive; / = not tested or not shown; [ ] = another dose, or the depositor's remark. The call rests on the fitted dose curve; in most records, active means well fitted curve in the direction sought with a large enough effect; inconclusive means small, poorly fitted or top-dose-only effect, or another doubt; inactive means no such curve, though single readings can be large; an effect the other way counts as inactive or inconclusive. On the % scale 0 is the no-effect control and ±100 the full control effect; potency means the concentration at half of the fitted maximal effect.

SMILES	Pf growth 96h	Pf growth 48h	Sm TGR block	Tb PYK inh	LmPK inhibitor	HCV inhibitor
COc1ccc(/C=N/NC(=O)c2cccc([N+](=O)[O-])c2)cc1OC(=O)c1ccc(C)cc1	32%[activator]	1%	9%	-3%	1%	12%
O=S(=O)(c1ccccc1F)N1CCN(Cc2cc3c(cc2O)OCO3)CC1	7%	-16%	0.71µM*	-2%	/	15%
Cn1c(=O)cc(OCCCC(=O)NCCN2CCN(c3ccccc3F)CC2)c2ccccc21	0%	/	5%	4%	10%	28%
O=C(NC1CCCCC1)C1CCN(S(=O)(=O)N2CCOCC2)CC1	/	10%	4%	1%	10%	16%
O=C(CN1C(=O)C2CC=CCC2C1=O)NCC(=O)Nc1ccc(F)c(F)c1 (configuration not stated)	20%	38%[activator]	2%	0%	/	10%
CCN(Cc1nc(-c2cccc(Cl)c2)no1)CC1CCCO1 (configuration not stated)	?	37%[activator]	0%	-2%	8%	-2%
Cc1cccc(NC(=O)CSc2ccc(-c3cccs3)nn2)c1C	16%	8%	-2%	-10%	-1%	-9%
O=C(COc1ccccc1)Nc1nnc(C23CC4CC(CC(C4)C2)C3)s1	34%[activator]	73%[activator]	-3%	4%	-2%	8%
COc1ccccc1N1CCN(/N=C/c2ccccc2C(=O)O)CC1	5%	-16%	-7%	-2%	-3%	2%
COc1ccc(NC(=S)Nc2ccccn2)c(OC)c1	76%[activator]	71%[activator]	?	-2%	0%	11µM*
COC(CNC(=O)CN1CCN(Cc2ccccc2F)C1=O)OC	?	?	-29%	1%	-7%	10%
CCCC(C(=O)NC(C)(C)CC)N(Cc1ccco1)C(=O)CNS(=O)(=O)c1ccccc1 (configuration not stated)	?	?	9%	-7%	-3%	15%
O=S(=O)(Nc1ccc2c(c1)OCO2)c1cccc(Br)c1	-27%	?	-14%	3%	/	8%
O=C(COC(=O)c1nc(Cl)ccc1Cl)Nc1ccc2[nH]c(=O)[nH]c2c1	10%	29%	-8%	8%	/	31%[activator]
CN(C)C(CNC(=O)c1ccc(S(=O)(=O)Nc2ccccc2)cc1)c1ccco1 (configuration not stated)	-19%	?	?	2%	/	-9%
COC(=O)c1ccccc1NC(=O)CSc1n[nH]c(-c2ccco2)n1	2%	7%	-19%	-4%	1%	3%
C=C(c1ccccc1O)n1ccnc1	?	/	-8%	-2%	-3%	15%
COCCNC(=O)CSc1nnc(-c2ccccc2)c(-c2ccccc2)n1	?	13%	-1%	2%	-1%	-13%
Cc1cc(C)c(-c2csc(NC(=O)/C=C/c3cccs3)n2)c(C)c1	12µM*	-20%	0%	-2%	-1%	10µM*
COC(=O)c1c(NC(=O)CCS(=O)(=O)c2ccccc2)sc2c1CCN(C)C2	?	13µM*	?	-8%	7%	-16%
Cc1cc(C)cc(N(CC(=O)NC(C)(C)C)C(=O)CCC(=O)Nc2nccs2)c1	0%	5%	-24%	2%	0%	-10%
Brc1ccc(-c2csc3ncnc(-n4nnc5ccccc54)c23)cc1	?	-14%	7%	-2%	4%	?
COC(=O)C(C(=O)Nc1ccccc1C)C1CCCCCC1 (configuration not stated)	18%	27%	10%	0%	1%	-14%
COc1ccc(NC(=O)CCCCn2c(=O)[nH]c3ccccc3c2=O)cc1	2%	?	14%	-17%	0%	-25%
COc1ccccc1CNC(=O)COC(=O)CSc1ccc(C)c(C)c1	15%	?	7%	3%	/	11%
SMILES	Pf growth 96h	Pf growth 48h	Sm TGR block	Tb PYK inh	LmPK inhibitor	HCV inhibitor
Cc1nc(NCCc2ccccc2F)c(C#N)c(C)c1[N+](=O)[O-]	10%	?	1%	-9%	2%	-18%
CN(CC(=O)Nc1ccc(Cl)cc1)C(=O)CNC(=O)c1ccc2c(c1)OCO2	16%	-9%	-2%	0%	/	-22%
O=C(O)c1ccccc1Nc1ccc2nonc2c1[N+](=O)[O-]	3%	0%	-26%	12%	2%	12%
CC(O)(C#CCN1CCCC1)c1ccccc1 (configuration not stated)	-15%	/	-11%[11.4 µM]	3%	11%	-1%
CC(C)(C)c1csc(NC(=O)c2ccc(Br)o2)n1	-20%	6%	3%	8%	2%	?
CC1=C(C(=O)OCc2ccccc2)C(c2ccc(N(C)C)cc2)NC(=O)N1 (configuration not stated)	-13%	14%	-20%	-8%	4%	?
OC1(c2cccc(C(F)(F)F)c2)CCN(c2ncnc3c2[nH]c2ccc(F)cc23)CC1	21%	0%	8%	6%	9%	0.71µM*
CCSc1c(-c2ccccc2)nc2c(C)cccc2c1C(=O)O	23%	/	-1%	-2%	4%	-5%
COc1cc(-c2noc(C)c2C#Cc2ccsc2)cc(OC)c1OC	?	?	-23%	-2%	0%	?
CCCCn1c2nc3ccccc3nc2c2c(=O)n(-c3ccccc3)cnc21	10%	31%[activator]	-16%	1%	4%	-28%
CCCCNC(=O)[C@H]1C[C@H]1[C@@H](O)[C@H](CO)NC(=O)[C@H](COCc1ccccc1)NC(=O)OC(C)(C)C	34%[activator]	5%	-9%	2%	-5%	4%
COc1cc(C(NC=O)C(=O)Nc2c(C)cccc2C)ccc1O (configuration not stated)	?	11%	-19%	-5%	-2%	2%
NC(=O)[C@@H]1CCCN1Cc1nc(Cc2ccccc2F)no1	-18%	-1%	6%	2%	-3%	17%
COc1ccc(NC(=O)CCC(=O)N2CCCC2)c([N+](=O)[O-])c1	-26%	-6%	3%	0%	0%	8%
O=C(c1cccs1)N1CCN(C2CCN(Cc3ccccc3)CC2)CC1	/	4%	1%	5%	1%	3%
O=C(Cc1ccccc1)O/N=C1\CCCc2ccccc21	37%[activator]	498%[activator]	5%	2%	-1%	-1%
COc1ccccc1N1CCN(Cc2c(F)cccc2Cl)CC1	?	/	4%	/	3%	-11%
COc1ccc(NC(=S)N2CCN(Cc3ccccc3)CC2)cc1	?	28%	4%	0%	3%	5%
CCOc1cccc(=O)c2c(C)n(CC(=O)c3ccccc3)c(C)c12	44%[activator]	8.3µM*	-28%	-3%	-3%	?
COC(=O)c1nn2c(C(F)(F)F)cc(-c3ccc(Br)o3)nc2c1Br	/	16%	45µM*	?	5%	5.6µM*
Cn1nc(-c2ccc(NCCO)c([N+](=O)[O-])c2)c2ccccc2c1=O	5.2µM*	-8%	2%	-2%	1%	-15%
CCNc1ccc(P(=S)(N(C)C)N(C)C)cc1	79%[activator]	12%	3%	4%	-2%	-7%
Cc1cccc(NS(=O)(=O)c2cc(C(=O)N3CCOCC3)ccc2Cl)c1	?	32%[activator]	11%	-1%	5%	20%
CC1(C)CC(=O)C2=C(C1)Nc1ccccc1NC2c1ccc(F)c(F)c1 (configuration not stated)	24%	56%[activator]	2%	2%	0%	5%
COc1cccc(OC)c1C(=O)N1CCN=C1SCc1cccnc1	?	6%	7%	-10%	-2%	20%

Reprinted from the listing for reference:
SMILES	Pf growth 96h	Pf growth 48h	Sm TGR block	Tb PYK inh	LmPK inhibitor	HCV inhibitor
Cc1nc(NCCc2ccccc2F)c(C#N)c(C)c1[N+](=O)[O-]	10%	?	1%	-9%	2%	-18%
CN(CC(=O)Nc1ccc(Cl)cc1)C(=O)CNC(=O)c1ccc2c(c1)OCO2	16%	-9%	-2%	0%	/	-22%
O=C(O)c1ccccc1Nc1ccc2nonc2c1[N+](=O)[O-]	3%	0%	-26%	12%	2%	12%
CC(O)(C#CCN1CCCC1)c1ccccc1 (configuration not stated)	-15%	/	-11%[11.4 µM]	3%	11%	-1%
CC(C)(C)c1csc(NC(=O)c2ccc(Br)o2)n1	-20%	6%	3%	8%	2%	?
CC1=C(C(=O)OCc2ccccc2)C(c2ccc(N(C)C)cc2)NC(=O)N1 (configuration not stated)	-13%	14%	-20%	-8%	4%	?
OC1(c2cccc(C(F)(F)F)c2)CCN(c2ncnc3c2[nH]c2ccc(F)cc23)CC1	21%	0%	8%	6%	9%	0.71µM*
CCSc1c(-c2ccccc2)nc2c(C)cccc2c1C(=O)O	23%	/	-1%	-2%	4%	-5%
COc1cc(-c2noc(C)c2C#Cc2ccsc2)cc(OC)c1OC	?	?	-23%	-2%	0%	?
CCCCn1c2nc3ccccc3nc2c2c(=O)n(-c3ccccc3)cnc21	10%	31%[activator]	-16%	1%	4%	-28%
CCCCNC(=O)[C@H]1C[C@H]1[C@@H](O)[C@H](CO)NC(=O)[C@H](COCc1ccccc1)NC(=O)OC(C)(C)C	34%[activator]	5%	-9%	2%	-5%	4%

Additional entries:
SMILES	Pf growth 96h	Pf growth 48h	Sm TGR block	Tb PYK inh	LmPK inhibitor	HCV inhibitor
O=C(CNC(=O)c1ccc(Br)o1)Nc1ccccc1	13µM*	6%	-26%	2%	4%	4%
CCOC(=O)c1ccc2c(c1)nc(SC(C)C(=O)NCC1CCCO1)n2CC (configuration not stated)	?	?	-22%	-3%	/	-20%
CC(C)CC(=O)N1CCN(S(=O)(=O)c2ccc(F)cc2)CC1	-15%[5.75 µM]	27%	3%	1%	-6%	9%
COc1ccc(-n2c(SCc3nnc(-c4ccccc4)o3)nnc2-c2ccccc2)cc1	?	?	-28%	2%	1%	6%
COc1ccc(-c2cc(-c3ccc(O)cc3)nc(N)c2C#N)cc1	-19%	?	-20%	10%	1%	-4%
CC(C)CC(c1nnnn1C(C)(C)C)N1CCN(Cc2ccccc2)CC1 (configuration not stated)	6%	?	2%	-5%	2%	-8%
O=C(Nc1nc2nccc(-c3ccccc3)n2n1)C(Cl)(Cl)Cl	3%	28%	-8%	-5%	-4%	10%
O=C(NCCS(=O)(=O)NCc1cccnc1)c1ccccc1	1%	8%	3%	2%	/	13%
O=[N+]([O-])c1ccc(NC(=S)N2CCc3ccccc3C2)cc1	3%	-25%	-1%	-11%	0%	-6%
CC(C)CN(C(=O)COC(=O)CNC(=O)c1ccc(Cl)cc1)C1CCS(=O)(=O)C1 (configuration not stated)	29%	24%	-5%	3%	5%	-2%
CN1CCN(CCC(=O)OC2CC3CCC(C2)N3C)CC1 (configuration not stated)	?	-16%	1%	-1%	1%	-1%
COc1ccc(NC(=O)CSc2n[nH]c(=O)n2C2CC2)cc1Cl	-27%	-6%	-26%	3%	/	-2%
Cc1cccc(N2CCN(C(=O)c3cc(C)oc3C)CC2C)c1 (configuration not stated)	-29%	-21%	-1%	-11%	-1%	-5%
COc1ccc(/C(C#N)=C/c2ccccn2)cc1	92%[activator]	267%[activator]	-1%	-4%	8.9µM*	?
Cc1ccccc1-n1c(C)cc(/C=C(\C#N)C(=O)NCC2CCCO2)c1C (configuration not stated)	8.3µM*	-77%	-15%	0%	5%	-17%
CC(OC(=O)c1ccccc1NCCO)C(=O)Nc1ccnn1C(C)C (configuration not stated)	9%	-26%	-4%	6%	/	-15%
C=CCSc1nnc(NC(=O)Cn2cnc3c2c(=O)n(C)c(=O)n3C)s1	?	0%	3%	-3%	-5%	3%
COc1ccc(NC(=O)CN(C)C(=O)c2ccc(NS(=O)(=O)c3ccc(C)c([N+](=O)[O-])c3)cc2)cc1	18%	?	1%	-5%	/	-17%
CC(=O)Nc1ccc(SCC(=O)c2cc(C)n(CC(F)(F)F)c2C)cc1	230%[activator]	/	-31%	2%	8%	22%
CC(C)(C)c1ccc(NC(=O)NCc2ccco2)cc1	98%[activator]	?	7%	-3%	3%	?
Cc1cccc(C(=O)NCCNC(=O)c2cccnc2)c1	6%	17%	-3%	0%	4%	2%
Cn1cc(SCC(=O)Nc2ccc3c(c2)OCCO3)c2ccccc21	33%[activator]	28%	-4%	?	1%	-5%
Oc1ccc(N2CCN(Cc3nc4ccccc4[nH]3)CC2)cc1	?	-17%	?	?	?	11%
Cc1ccc(S(=O)(=O)c2c(N)n(CCC(C)C)c3nc4ccccc4nc23)cc1	13µM*	/	1%	1%	1%	?
O=C(COC(=O)CCc1c[nH]c2ccccc12)Nc1ccc([N+](=O)[O-])cc1	12%	-7%	-4%	9%	2%	9%
